# ADAM17 inh = ADAM17 inhibitors, primary screen, biochemical, QFRET | recombinant ADAM17, EDANS/DABCYL FRET peptide cleavage | AID 720648, 2013 | inhibition, % at 6.95 µM | Disintegrin and metalloproteinase domain-containing protein 17 (Homo sapiens), P78536 | actives 0.83% (n = 370,000);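 active means inhibition above the mean of compounds lying between control limits plus 3 SD, set per campaign, cut at about 8.5% in these data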;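 further: 0% = DMSO-only wells as the low control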
# Target sequence (P78536 215-824 limits assumed): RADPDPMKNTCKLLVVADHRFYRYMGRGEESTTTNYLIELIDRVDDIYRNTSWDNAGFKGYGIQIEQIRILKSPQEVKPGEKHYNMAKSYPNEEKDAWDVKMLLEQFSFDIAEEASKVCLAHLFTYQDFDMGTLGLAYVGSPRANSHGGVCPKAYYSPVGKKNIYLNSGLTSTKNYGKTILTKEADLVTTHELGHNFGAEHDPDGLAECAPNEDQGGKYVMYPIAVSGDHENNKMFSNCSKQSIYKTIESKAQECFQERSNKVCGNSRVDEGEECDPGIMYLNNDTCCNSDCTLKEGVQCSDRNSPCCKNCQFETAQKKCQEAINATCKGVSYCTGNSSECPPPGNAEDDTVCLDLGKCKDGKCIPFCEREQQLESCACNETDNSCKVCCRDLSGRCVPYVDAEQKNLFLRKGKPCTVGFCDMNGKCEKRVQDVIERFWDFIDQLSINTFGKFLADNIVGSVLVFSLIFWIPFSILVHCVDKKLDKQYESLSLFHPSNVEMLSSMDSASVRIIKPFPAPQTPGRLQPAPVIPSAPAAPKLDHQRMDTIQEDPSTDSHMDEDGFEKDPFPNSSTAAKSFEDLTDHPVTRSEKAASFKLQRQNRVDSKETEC
# KLK7 zymogen act = proKLK7 zymogen activators, primary screen, biochemical, fluorescence intensity; actives 0.9% (n = 370,000); activation, % at 7 µM; purified proKLK7, EDANS-DABCYL substrate fluorescence; 100% is mature enzyme control, 0% vehicle; Kallikrein-7 (Homo sapiens), P49862;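 active means activation above the mean of all tested compounds plus 3 SD, computed per campaign excluding outliers beyond control limits, cut at about 13% in these data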
# Target sequence (P49862 whole entry, looked up): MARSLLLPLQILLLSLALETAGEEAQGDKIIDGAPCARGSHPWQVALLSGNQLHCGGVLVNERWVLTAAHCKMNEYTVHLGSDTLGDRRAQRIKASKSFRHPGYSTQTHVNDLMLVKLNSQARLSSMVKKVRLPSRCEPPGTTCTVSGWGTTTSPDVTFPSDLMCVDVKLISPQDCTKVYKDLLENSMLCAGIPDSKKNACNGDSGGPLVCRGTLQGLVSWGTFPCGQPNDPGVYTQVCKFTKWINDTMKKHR
# ASAP1 GAP inh = inhibitors of human ASAP1 ArfGAP activity, primary screen, biochemical, fluorescence polarization. inhibition, % at 16.5 µM. ASAP1-stimulated ARF1 GTP hydrolysis, GDP FP detection. actives 0.19% (n = 360,000). Arf-GAP with SH3 domain, ANK repeat and PH domain-containing protein 1 (Homo sapiens), …; in the data active means inhibition above about 25%;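 further: 0% = vehicle with enzyme and substrate and 100% = no enzyme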
# UHRF1 binding = UHRF1 methylated DNA binding inhibitors, primary screen, counter-screen for MBD2 inhibitor project, biochemical, TR-FRET, human UHRF1, single concentration. E3 ubiquitin-protein ligase UHRF1 (Homo sapiens), Q96T88. UHRF1 binding to methylated oligo. inhibition, % at 4.4 µM. actives 0.75% (n = 370,000); in the data active means inhibition above about 21%;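 further: UHRF1 SRA domain binding a hemimethylated CpG hairpin DNA probe; 0% = median of test compound wells and 100% = reference inhibitor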
# PLC-gamma1 inh = PLC-gamma1 enzyme inhibitors, primary screen, biochemical, fluorescence, purified enzyme; fluorogenic substrate; inhibition, % at 12.2 µM; actives 0.84% (n = 370,000); AID 720700, 2013; in the data active means inhibition above about 9.5%
# MBD2 inh = inhibitors of MBD2 binding to methylated DNA, primary screen, biochemical, TR-FRET, DNA-binding domain, human | Methyl-CpG-binding domain protein 2 (Homo sapiens), Q9UBB5 | MBD2 binding to methylated oligonucleotide | inhibition, % at 4.4 µM | actives 0.31% (n = 370,000) | AID 686964, 2013; in the data active means inhibition above about 13%
# Tn7 DDE FP = inhibitors of Tn7 peptide binding to fibrin DD(E), primary screen, biochemical, fluorescence polarization, human fibrin, Tn7 probe | FP displacement of FITC-Tn7 peptide from fibrin DD(E); 0% = median of compound wells per plate | inhibition, % at 8.3 µM | actives 0.13% (n = 370,000) | AID 720508, 2013;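 active means inhibition above the mean of compounds falling within the control limits plus 3 SD of them, cut at about 14% in these data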;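 further: 0% = plate median of compound wells and 100% = 10 µM Aha-Tn7 peptide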
#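 Assay system: Human fibrin DD(E) protein | Medium: Tris buffer with calcium and detergent, pH 7.8 | Reagent: 0.1 µM fluorescent Tn7 | Compound dosing: Single point at 8.3 µM | Times: 10 min preincubation, 3 h with tracer, room temperature | Detection: Fluorescence polarization of the labelled Tn7 tracer | Controls: Aha-Tn7 high control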
# DDE Tn6 FP inh = inhibitors of Tn6 peptide binding to fibrin DD(E), primary screen, biochemical, fluorescence polarization, human fibrin, Tn6 probe; Fibrin DD(E) TRITC-Tn6 fluorescence polarization displacement; actives 0.21% (n = 370,000); inhibition, % at 8.3 µM;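 active means inhibition above a per-campaign cutoff: mean of compounds within control limits plus 3 SD, cut at about 15% in these data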;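 further: 0% = median of all compound wells on the plate and 100% = blocking peptide control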
# PLC-beta3 inh = human PLC-beta3 inhibitors, primary screen, biochemical, fluorescence; inhibition, % at 12.2 µM; 1-phosphatidylinositol 4,5-bisphosphate phosphodiesterase beta-3 (Homo sapiens), Q01970; AID 720704, 2013; actives 0.18% (n = 370,000); Purified PLC-beta3, fluorogenic substrate; in the data active means inhibition above about 11%;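 further: 0% = median of compound wells on plate and 100% = full blocker control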
# ARFGAP1 inh = inhibitors of rat ARFGAP1 GAP activity, primary screen, biochemical, fluorescence polarization, GDP tracer; ADP-ribosylation factor GTPase-activating protein 1 (Rattus norvegicus), Q62848; Arfgap1-stimulated ARF1 GTP hydrolysis, GDP FP detection; inhibition, % at 16.5 µM; actives 0.26% (n = 360,000);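 active means inhibition above a per-plate limit, mean inhibition of low control wells plus 3 SD, cut at about 25% in these data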;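 further: 0% = DMSO wells with enzyme and 100% = wells lacking Arfgap1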
# Target sequence (Q62848 1-136 limits assumed): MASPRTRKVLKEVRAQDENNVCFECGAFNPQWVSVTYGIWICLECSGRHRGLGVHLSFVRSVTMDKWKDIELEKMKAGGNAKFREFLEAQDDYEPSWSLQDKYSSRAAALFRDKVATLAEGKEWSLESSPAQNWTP
#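 Material: truncated rat Arfgap1 GAP domain; Incubation: compound-enzyme preincubation 20 min, reaction 120 min, detection 60 min, 25 °C; Read-out: percent inhibition of Arfgap1-stimulated GTP hydrolysis; Technique: FP, GDP Alexa 633 tracer displaced from anti-GDP antibody, 620/688 nm; Controls: No-Arfgap1 wells (100%) versus DMSO full-reaction wells (0%); Replication: single well per compound.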
# * marks the source's active call; other numbers are inactive results; i = inactive; · = not tested or not shown.
# A first look, 2 compounds:
SMILES,ADAM17 inh,KLK7 zymogen act,ASAP1 GAP inh,UHRF1 binding,PLC-gamma1 inh,MBD2 inh,Tn7 DDE FP,DDE Tn6 FP inh,PLC-beta3 inh,ARFGAP1 inh
COCCNC(=O)c1cc2c(c(-c3cccc(-c4cc5ccccc5o4)c3)n1)[C@H](CCO)N(S(=O)C(C)(C)C)C2 (stereo partly specified),0,-0.7,7,-1,-25,2,-3,3,-36,0
COc1ccc(-n2c(Cc3cccn3C)nnc2SCC(=O)Nc2ccc(F)cc2)cc1,0,1.1,-1,1,-2,-1,-6,-5,-1,-4

# The list itself, from the start:
SMILES,ADAM17 inh,KLK7 zymogen act,ASAP1 GAP inh,UHRF1 binding,PLC-gamma1 inh,MBD2 inh,Tn7 DDE FP,DDE Tn6 FP inh,PLC-beta3 inh,ARFGAP1 inh
COCCNC(=O)c1cc2c(c(-c3cccc(-c4cc5ccccc5o4)c3)n1)[C@H](CCO)N(S(=O)C(C)(C)C)C2 (stereo partly specified),0,-0.7,7,-1,-25,2,-3,3,-36,0
COc1ccc(-n2c(Cc3cccn3C)nnc2SCC(=O)Nc2ccc(F)cc2)cc1,0,1.1,-1,1,-2,-1,-6,-5,-1,-4
CCN(CC)C(=O)Cn1c(=O)n(CCCC(=O)NCc2ccccc2)c(=O)c2sccc21,-1,0.4,5,-2,-1,1,-4,-3,-7,-12
O=C(CSc1n[nH]c(-c2ccccc2)n1)NC(=O)NCc1ccco1,-2,-0.3,-1,9,-1,2,7,0,-1,4
C[C@@H]1O[C@@H](n2c3ccc(Cl)cc3c3ccc4c5cc(Cl)ccc5[nH]c4c32)[C@H](O)[C@H](O)[C@H]1O,-22,1.0,·,1,-7,-1,-9,-15,-10,·
COc1ccc(-c2c(-c3ccc(OCC(=O)NN)cc3O)n[nH]c2C(F)(F)F)cc1,12*,-0.2,25,-1,0,-1,-3,-5,2,32*
CCOc1cc(/C=C(/NC(C)=O)C(=O)O)cc(Cl)c1OCc1ccc(Br)cc1,0,-0.1,-7,0,-4,-3,4,6,-9,4
CC1=NN(c2ccc(C)c(C)c2)C(=O)/C1=C/c1ccc2c(c1)n(C)c(=O)n2C,1,0.1,14,3,-3,-4,-4,-9,-5,-2
Cc1c(Cl)ccc2sc(NC(=O)CN3C(=O)c4ccccc4C3=O)nc12,-2,-0.2,4,4,3,5,-1,0,-1,5
COc1ccc(NC(=O)CSc2nnc(C3CCCCC3)n2N)c(OC)c1,-2,0.2,-8,-4,0,1,2,-6,-3,9
O=C(O)C1Nc2c(Cl)cc(Cl)c(Cl)c2C2C=CCC12 (stereo unspecified),-4,-0.4,6,5,-8,1,2,2,-20,2
COc1ccccc1CNc1nc(NCCOc2ccccc2Cl)c2sccc2n1,0,-0.8,13,2,6,4,2,-5,4,10
COc1ccccc1CNC(=O)c1nn(-c2ccc(C)cc2)c(=O)c2c1c1ccccc1n2C,-1,-0.3,5,2,1,0,-4,9,2,-8
Cc1ccc(C(=O)CSc2nnc(CNc3ccc(C)cc3C)n2Cc2ccco2)cc1,5,0.2,-4,0,2,-3,-4,2,2,7
CCOC(=O)N1CCN(C(=O)c2ccc(S(=O)(=O)Nc3ccc(C)cc3)cc2)CC1,-2,-0.5,-7,-1,-5,3,0,-2,0,-5
Cc1cccc(NC(=O)CCC(=O)N/N=C/c2ccncc2)c1,-3,0.7,-4,3,0,1,1,-2,0,-6
O=C(NCC1CCN(c2ccc(S(=O)(=O)N3CCOCC3)cc2)CC1)c1cccc(Cl)c1,-4,0.6,-10,1,-1,-4,-1,0,3,-7
CCOc1ccc(C2C3=C(CC(C)(C)CC3=O)N(CC(=O)O)C3=C2C(=O)CC(C)(C)C3)cc1OCC,-3,0.1,-1,0,-12,-1,0,1,-16,8
CCOC(=O)[C@]12CCC=C1N(Cc1cccc3ccccc13)C(=O)[C@H](CC(=O)NCc1cccs1)C2,11*,0.5,7,8,-1,9,0,-10,0,-1
C/C(CC(=O)Nc1c(C)cc(C)cc1C)=N\NC(=O)OC(C)(C)C,2,-0.7,-7,0,1,5,-1,4,6,-9
CC/C(=N/NC(=O)CCC(=O)Nc1ccccc1OC)c1ccccc1,-1,-0.1,-2,-1,-3,-6,5,-3,0,9
CCCCCCCC(=O)Oc1ccc(C(=O)Nc2cc(C)on2)cc1,-4,0.7,11,-3,3,-5,0,-1,-2,-3
CC(=O)c1cc(C(=O)N2CCc3c([nH]c4ccccc34)C2CC(C)C)[nH]n1 (stereo unspecified),-4,3.9,3,-3,-9,4,2,2,-8,-5
CCCN(CC(=O)Nc1ccccc1OC)C(=O)CCNC(=O)c1ccccc1OC,0,0.1,20,-2,0,-3,-4,-6,-1,8
Cc1ccccc1-n1nnnc1SCc1cc(=O)n2ccsc2n1,-5,-0.1,5,0,-3,4,0,-1,-13,4

# The results go on.
SMILES,ADAM17 inh,KLK7 zymogen act,ASAP1 GAP inh,UHRF1 binding,PLC-gamma1 inh,MBD2 inh,Tn7 DDE FP,DDE Tn6 FP inh,PLC-beta3 inh,ARFGAP1 inh
CCOc1ccc(-c2cc(C(=O)N3CCN(c4ccccn4)CC3)c3ccccc3n2)cc1,-8,-2.7,12,1,-20,2,-2,0,-34,-5
COc1cc(/C=C/CNC[C@H]2O[C@@H](n3ccc(=O)[nH]c3=O)[C@H](O)[C@@H]2O)ccc1O,0,0.1,4,-5,4,0,-4,3,2,14
CCOC(=O)c1cccc(C(=O)Oc2ccccc2)n1,0,-0.2,-11,2,8,2,5,-2,2,9
Oc1ccc(N=Nc2cccc(Cl)c2)cc1C=Nc1ccc(N2CCOCC2)cc1,2,1.7,10,2,2,3,-8,-1,2,-3
COc1ccc(N2CCN(S(=O)(=O)c3cn(C)cn3)CC2)cc1,0,-0.4,-3,3,1,3,-3,2,-1,14
COc1ccc(N2CC(C(=O)Nc3cccnc3)CC2=O)cc1 (stereo unspecified),-2,0.4,2,0,2,0,7,7,-5,0
OC(c1ccccn1)C1CCN(Cc2nc(C(c3ccccc3)c3ccccc3)no2)CC1 (stereo unspecified),1,0.1,-12,-1,-3,2,-6,0,-4,2
O=C([C@H](Cc1ccc(O)cc1)n1cc(CCO)nn1)N1CCNCC1,-2,0.6,-4,6,-1,0,-1,-5,2,6
O=C(CN1CCN(c2ccc(O)cc2)CC1)NC(c1ccccc1)c1ccccc1,2,-0.1,3,-1,1,-1,0,6,4,-3
COc1ccc(N2CCN(CC(=O)Nc3ccc(C)c(C)c3)CC2)cc1,-1,-0.1,-2,1,1,5,-2,-3,-9,15
FC(F)(F)c1cc(-c2ccco2)nc(NCc2cccs2)n1,-2,-0.1,-3,-1,-17,3,-2,8,-20,8
Cc1nc(CN2CCN(Cc3nc(C(c4ccccc4)c4ccccc4)no3)CC2)cs1,-4,0.8,-3,3,-2,4,-3,-9,-8,0
COC(=O)c1sccc1NC(=O)Nc1ccccc1C,1,-0.1,13,-1,-1,1,-4,-6,-5,7
Nc1ncnc2c1ncn2[C@@H]1O[C@H](CNS(=O)(=O)C2CC2)[C@@H](O)[C@H]1O,-1,0.4,2,2,-1,0,4,-2,2,-4
CC(C)n1c(CN2CCN(C(=O)c3ccco3)CC2)nc2c1c(=O)n(C)c(=O)n2C,-2,-0.1,-10,1,0,-3,0,2,-6,-1
Cc1cccc(/C=N\NC(=O)c2csnn2)c1,-6,0.0,7,-10,0,1,3,-3,1,9
COc1cccc(-c2nn[nH]n2)c1O,3,0.0,-13,-1,5,-2,1,-8,4,-7
COc1ccc(S(=O)(=O)N(CC(=O)NC2CC2)C2CCCCC2)cc1Cl,-2,0.5,7,3,2,2,8,1,0,3
COc1ccc(C2C(C#N)=C(N)Nc3onc(C(C)(C)C)c32)c(OC)c1 (stereo unspecified),8.7*,6.0,-9,-4,6,-6,-11,0,11*,0
CN(C)c1ccc(NC(=O)CN2CCN(CC(=O)Nc3ccc(F)cc3)CC2)cc1,-2,0.0,-1,-1,1,-4,6,2,0,-1
Cc1c(CCOC(=O)C23CC4(C)CC(C)(CC(C)(C4)C2)C3)sc[n+]1CC(=O)c1ccccc1,-1,0.8,9,3,5,3,-2,4,-3,8
CC(C)CC(NC(N)=O)C(=O)Nc1cccc([N+](=O)[O-])c1 (stereo unspecified),2,0.4,-5,1,4,-1,-6,-2,8,7
CC(C)(C)c1ccc(NC(=O)COC(=O)c2ccc(NS(=O)(=O)c3ccc(F)c(F)c3)cc2)cc1,9.6*,0.4,20,3,-2,0,-3,-3,-5,17
COc1cccc(NS(=O)(=O)c2cc3c4c(c2)CCC(=O)N4CCC3)c1,-3,-0.1,1,-1,-1,-6,4,4,-5,-10
COc1ccc(OC)c(C2C(C#N)=C(N)Oc3cc(C)n(Cc4ccccn4)c(=O)c32)c1 (stereo unspecified),-2,0.3,1,2,-4,-3,-1,5,2,5

# The listing continues.
SMILES,ADAM17 inh,KLK7 zymogen act,ASAP1 GAP inh,UHRF1 binding,PLC-gamma1 inh,MBD2 inh,Tn7 DDE FP,DDE Tn6 FP inh,PLC-beta3 inh,ARFGAP1 inh
CCN(CC)C(=O)CSc1nc2ccccc2c(=O)n1OC,0,-0.3,4,5,5,5,-1,1,2,-1
CSCCC(C(=O)O)N1C(=O)c2ccc(C(=O)O)cc2C1=O (stereo unspecified),0,-0.7,-8,-2,6,-1,1,0,6,-6
OC(CN1CCN(c2ncc(C(F)(F)F)cc2Cl)CC1)c1ccccc1 (stereo unspecified),10*,0.0,3,1,13*,-8,1,0,2,1
CCOc1ccc2c(c1)C(C)=CC(C)(C)N2,-17,-26,6,-2,-42,-2,-7,1,-52,-10
COc1ccccc1[C@@H]1C(c2cccc(C)c2)=NN(c2ccccc2)[C@H]1C(=O)N1CCOC1=O,-44,-3.0,4,0,-94,2,-2,13,-143,-16
Cc1ccc(F)cc1NC(=O)Cc1nn(C)c(=O)c2ccccc12,0,1.0,4,0,1,-3,-4,-6,2,13
O=C(O)CCCC(=O)N1CCN(C(c2ccccc2)c2ccccc2)CC1,0,0.2,-2,1,1,1,5,2,2,-4
NC(=O)c1ccc(Oc2ccc(-c3nnco3)cc2)c([N+](=O)[O-])c1,3,0.5,6,-3,1,-7,9,3,-5,-13
O=C1Nc2ccc(S(=O)(=O)N(CCO)CCO)c3cccc1c23,-219,45*,-3,-4,i,-8,-3,1,i,2

# Assay outcomes (PubChem)
